OXTR potentiate – human OXTR potentiators, primary screen, fluorescence, CHO-OTR cells, Fluo-8 calcium; Oxytocin receptor (Homo sapiens), P30559; Fluo-8 calcium fluorescence, potentiator mode; 0% = oxytocin EC15, 100% = EC100; activation, % at 3 µM; 320,000 tested, 0.061% active; AID 2445, 2010;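 active = activation above that plate's cutoff, the mean activation of tested compounds plus 3 SD, cut at about 6.6% in these data, passing the limit was not always enough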;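 note: 100% uses oxytocin at 75 nM as the full agonist control; some results filed as inactive read as strong as hits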
Target sequence (P30559 whole entry, looked up): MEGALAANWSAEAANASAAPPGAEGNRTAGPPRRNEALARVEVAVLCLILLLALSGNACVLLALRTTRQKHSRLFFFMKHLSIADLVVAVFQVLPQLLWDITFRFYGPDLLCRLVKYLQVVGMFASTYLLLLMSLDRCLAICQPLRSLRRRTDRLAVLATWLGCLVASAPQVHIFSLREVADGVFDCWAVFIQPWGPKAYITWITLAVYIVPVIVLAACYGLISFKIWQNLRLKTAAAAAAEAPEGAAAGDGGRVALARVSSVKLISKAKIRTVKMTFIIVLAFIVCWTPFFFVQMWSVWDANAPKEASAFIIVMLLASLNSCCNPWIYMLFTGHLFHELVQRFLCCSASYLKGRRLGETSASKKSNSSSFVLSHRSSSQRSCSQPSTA
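System: human OTR in CHO cells; Also added: sub-maximal oxytocin, roughly EC15; Timing: compound 6 min at room temperature before oxytocin, 100 s read; Technique: Fluo-8 intracellular calcium fluorescence, ex 470-495, em 515-575 nm; Controls: oxytocin EC15 low and EC100 high; Replication: singlicate.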
CHRM1 agonist – human M1 muscarinic receptor agonists, primary screen, Fluo-8 calcium fluorescence, CHO-K1 cells, HTS | 360,000 tested, 0.33% active | activation, % at 3 µM | CHO-K1 hM1, agonist mode; 0% DMSO, 100% acetylcholine EC100;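 active = activation above the run's mean compound activation plus 3 SD, cut at about 16% in these data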;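 note: peak over basal fluorescence ratio within a 140 s kinetic read after compound addition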
OXTR agonist – human OXTR agonists, primary screen, fluorescence, CHO-OTR cells, Fluo-8 calcium; Oxytocin receptor (Homo sapiens), P30559; Fluo-8 calcium fluorescence; normalized: DMSO 0%, oxytocin 100%; activation, % at 3 µM; 320,000 tested, 0.32% active;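 active = activation above the mean of all tested compounds plus 3 SD, cutoff set per screening run, cut at about 20% in these data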;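 note: peak over basal fluorescence ratio from a 100 s FLIPR kinetic read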
TAAR1 agonist – human TAAR1 agonists, primary screen, Fluo-8 calcium fluorescence, CHO RD-HGA16 cells | Trace amine-associated receptor 1 (Homo sapiens), Q96RJ0 | vehicle wells 0%, saturating PEA agonist 100% | activation, % at 3 µM | 360,000 tested, 0.99% active;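 active = activation above the mean activation of all test compounds in the run plus 3 SD, cut at about 38% in these data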
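Repeats: no replicates (n 1) | Material: CHO-derived RD-HGA16 cells with stable Gα16 and human TAAR1 | Technique: Kinetic Fluo-8 calcium fluorescence | Schedule: 17-24 h seeding, 75 min 37 °C dye, 30 min RT | Evaluation: % activation from peak over basal fluorescence ratio, DMSO-to-PEA scaled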
CHRM1 antagonist – human M1 muscarinic receptor antagonists, primary screen, CHO-K1 cells, Fluo-8 calcium fluorescence, 1536-well; CHO-K1 hM1, ACh EC80 antagonist; inhibition, % at 3 µM; 360,000 tested, 1.3% active; AID 588852, 2011;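 active = percent inhibition above its own plate's cutoff, namely the mean of that plate's compound wells plus 3 SD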;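 note: peak over basal fluorescence ratio during 140 s after agonist addition; 0% = ACh EC80 plus DMSO and 100% = DMSO alone without agonist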
M1 PAM – human M1 muscarinic receptor positive allosteric modulators, primary screen, CHO-K1 cells, Fluo-8 calcium fluorescence, 1536-well. Muscarinic acetylcholine receptor M1 (Homo sapiens), P11229. CHO-K1 hM1, ACh EC20; 0% = ACh EC20, 100% = maximal ACh. activation, % at 3 µM. 360,000 tested, 0.088% active. AID 588819, 2011; in the data active = activation above about 19%, passing the limit was not always enough
TAAR1 antag – human TAAR1 antagonists, primary screen, Fluo-8 calcium fluorescence, CHO RD-HGA16 cells; inhibition, % at 3 µM; Trace amine-associated receptor 1 (Homo sapiens), Q96RJ0; AID 624466, 2012; 360,000 tested, 1.5% active; antagonist;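 active = inhibition above a per-plate cutoff, the mean inhibition of test compounds on that plate plus 3 SD, cut at about 49% in these data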;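 note: 0% = DMSO plus EC80 beta-PEA response and 100% = DMSO alone without agonist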
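System: RD-HGA16 CHO cells with stable hTAAR1 and Gα16 | Probe or stimulus: EC80 β-phenethylamine stimulus | Dosing: 3 µM, single point | Times: Dye loading 75 min at 37 °C, then 30 min room temperature | Measured by: Fluo-8 calcium-sensitive fluorescence | Read-out basis: % inhibition of agonist calcium response | Replicates: n of 1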
V1aR counter – agonists of human V1a receptor, primary screen, counter-screen for OXTR agonist project, fluorescence, CHO-V1R cells | activation, % at 3 µM | 320,000 tested, 0.25% active | Fluo-8 calcium fluorescence, agonist mode; 0% DMSO, 100% 3 nM vasopressin | Vasopressin V1a receptor (Homo sapiens), P37288 | AID 2797, 2010;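 active = activation above the mean activation of all tested compounds plus 3 SD, per screening run, cut at about 20% in these data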;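 note: signal is peak over basal fluorescence ratio across a 100 second FLIPR read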
Target sequence (P37288 whole entry, looked up): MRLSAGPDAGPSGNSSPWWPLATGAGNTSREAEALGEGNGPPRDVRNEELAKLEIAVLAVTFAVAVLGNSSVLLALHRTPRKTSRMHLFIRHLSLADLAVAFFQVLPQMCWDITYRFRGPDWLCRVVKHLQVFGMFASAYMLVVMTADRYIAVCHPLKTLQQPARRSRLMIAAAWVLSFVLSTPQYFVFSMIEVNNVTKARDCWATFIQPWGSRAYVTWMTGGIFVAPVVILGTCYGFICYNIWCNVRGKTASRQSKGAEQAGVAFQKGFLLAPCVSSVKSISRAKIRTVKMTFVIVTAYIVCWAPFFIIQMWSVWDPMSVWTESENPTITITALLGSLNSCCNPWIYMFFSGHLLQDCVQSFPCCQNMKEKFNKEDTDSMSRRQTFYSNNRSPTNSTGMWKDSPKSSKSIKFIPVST
CHO parental Ca – ATP-evoked calcium signal inhibitors, parental CHO, primary screen, counter-screen for OX1R antagonist project, cell-based, fluorescence, Fluo-8 calcium dye; AID 463079, 2010; parental CHO-K1, ATP-induced calcium, Fluo-8 fluorescence; inhibition, % at 5.6 µM; 330,000 tested, 0.63% active;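 active = inhibition above that plate's mean sample inhibition plus 3 SD, cut at about 26% in these data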;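 note: 0% = ATP-challenged DMSO wells and 100% = DMSO wells without ATP; some compounds past the cut are filed as inactive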
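Test system: parental CHO cells; detection: calcium-sensitive Fluo-8 fluorescence; evaluation: percent inhibition of calcium signal; also added: ATP as calcium-mobilizing challenge; repeats: one well per compound; control set: ATP-challenged DMSO wells low, unchallenged DMSO wells high; compound: single nominal dose of 5.6 µM per compound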
* = called active by the depositor.

Screening COc1ccc(NC(=O)N(C)C[C@H]2Oc3ccc(NC(=O)C4CC4)cc3C(=O)N([C@H](C)CO)C[C@@H]2C)cc1 returned OXTR potentiate -1, CHRM1 agonist 3, OXTR agonist 1.3, TAAR1 agonist 1, CHRM1 antagonist -18, M1 PAM 16, TAAR1 antag 1, V1aR counter 0.8 and CHO parental Ca 0.
Screening Cc1nc(N2CCCCC2C)c2c(C)c(C(=O)Nc3cccc(C(F)(F)F)c3)sc2n1 (stereo not given) returned OXTR potentiate -2, CHRM1 agonist -6, OXTR agonist -0.8, TAAR1 agonist 0, CHRM1 antagonist -7, M1 PAM 2, TAAR1 antag 26, V1aR counter 0.7 and CHO parental Ca -24.
Screening Nc1c(Cl)cnc(C(Cl)(Cl)Cl)c1Cl returned OXTR potentiate -12, CHRM1 agonist -6, OXTR agonist -1.9, TAAR1 agonist 6, CHRM1 antagonist -1, M1 PAM 2, TAAR1 antag 18, V1aR counter -0.8 and CHO parental Ca -3.
`COc1ccc(C(=O)c2ccc(OC)c(OC)c2)cc1OC` gave OXTR potentiate -12, CHRM1 agonist -3, OXTR agonist 3.3, TAAR1 agonist 10, CHRM1 antagonist -6, M1 PAM 7, TAAR1 antag 15, V1aR counter 0.1 and CHO parental Ca 0.
Screening Cc1ccccc1NC(=O)C(=O)c1cn(C)c2ccccc12 returned OXTR potentiate -13, CHRM1 agonist 1, OXTR agonist -2.4, TAAR1 agonist 12, CHRM1 antagonist -6, M1 PAM 10, TAAR1 antag 1, V1aR counter -1.6 and CHO parental Ca -10.
`COc1ccc(CCC(C)NC(=O)CCc2ccccc2)c(OC)c1` (stereo not given) gave OXTR potentiate 0, CHRM1 agonist -8, OXTR agonist -1.6, TAAR1 agonist 1, CHRM1 antagonist -14, M1 PAM 10, TAAR1 antag -12, V1aR counter -0.4 and CHO parental Ca -21.
Screening CN=C1c2cc3cc(OC)ccc3n2CCN1C returned OXTR potentiate -10, CHRM1 agonist -6, OXTR agonist -0.3, TAAR1 agonist 5, CHRM1 antagonist -10, M1 PAM 8, TAAR1 antag 9, V1aR counter 1.4 and CHO parental Ca 4.
COc1ccc(/C(N)=N/OC(=O)CN(C)S(=O)(=O)c2ccc(C)cc2)cc1 was read as CHRM1 agonist -1, TAAR1 agonist 5, CHRM1 antagonist 4, M1 PAM 4 and TAAR1 antag 20.
Cc1nc(-c2ccncc2)nc(NCCNc2ccc(C(F)(F)F)cn2)c1Cl was read as OXTR potentiate -8, CHRM1 agonist -2, OXTR agonist -1.4, TAAR1 agonist 0, CHRM1 antagonist -6, M1 PAM 5, TAAR1 antag -32, V1aR counter -1.9 and CHO parental Ca -21.
CCOc1ccccc1OCC(=O)OCC(=O)c1c(N)n(CC(C)C)c(=O)n(C)c1=O was read as OXTR potentiate -11, CHRM1 agonist 1, OXTR agonist 18, TAAR1 agonist 22, CHRM1 antagonist 28*, M1 PAM -18, TAAR1 antag 37, V1aR counter 13 and CHO parental Ca 2.
Cc1ccc(Cc2c(-c3cccc(Cl)c3)nc3c(C)cc(Br)cn23)cc1 was read as CHRM1 agonist -4, TAAR1 agonist -1, CHRM1 antagonist -41, M1 PAM 5 and TAAR1 antag -12.
`CNC(=S)/N=C(\Nc1ccc(C)cc1)c1ccccc1` gave OXTR potentiate 2, CHRM1 agonist -2, OXTR agonist -2.4, TAAR1 agonist 0, CHRM1 antagonist -7, M1 PAM 6, TAAR1 antag -23, V1aR counter -2.1 and CHO parental Ca -11.
For COCCS(=O)(=O)N(Cc1ccc(Br)cc1)[C@@H](C)C(=O)OC the results were CHRM1 agonist -5, TAAR1 agonist 0, CHRM1 antagonist -6, M1 PAM 3, TAAR1 antag -9 and CHO parental Ca -13.
COc1ccc(C[C@H]2CN3C(=NC[C@@H]3Cc3ccc(O)cc3)N2C[C@H](C)NC(=O)CCC2CCCCC2)cc1 was read as OXTR potentiate -6, CHRM1 agonist -14, OXTR agonist -0.4, TAAR1 agonist 0, CHRM1 antagonist 31, M1 PAM -35, TAAR1 antag 0, V1aR counter -0.9 and CHO parental Ca -18.
Screening COc1ccc(S(=O)(=O)N2CCCC(C(=O)NCc3cccnc3)C2)cc1OC (stereo not given) returned OXTR potentiate -2, CHRM1 agonist -4, OXTR agonist -1.2, TAAR1 agonist -1, CHRM1 antagonist 1, M1 PAM 3, TAAR1 antag 12, V1aR counter -0.3 and CHO parental Ca -5.
For Cc1cc(C)cc(N2C(=O)CC(Sc3ncn[nH]3)C2=O)c1 (stereo not given) the results were OXTR potentiate -23, CHRM1 agonist -7, OXTR agonist 0.2, TAAR1 agonist 7, CHRM1 antagonist -8, M1 PAM 12, TAAR1 antag -13, V1aR counter 2.0 and CHO parental Ca -32.
Cc1ccc(-c2nc(CN(C)C3CCOC3)c(C)o2)s1 (stereo not given) was read as OXTR potentiate -11, CHRM1 agonist -5, OXTR agonist -1.2, TAAR1 agonist 3, CHRM1 antagonist -7, M1 PAM 9, TAAR1 antag 17, V1aR counter -1.6 and CHO parental Ca -5.
Screening COc1ccc(NC(=O)CCCn2c(=O)c3sccc3n(Cc3ccc(C)cc3)c2=O)cc1 returned OXTR potentiate 8, CHRM1 agonist 1, OXTR agonist -1.1, TAAR1 agonist 0, CHRM1 antagonist -1, M1 PAM 3, TAAR1 antag -2, V1aR counter 1.4 and CHO parental Ca -13.
COC(=O)CCC(=O)OC1(C)C(=O)C2=CN(Cc3ccccc3)C(c3ccc(OC)cc3)=CC2=C(Br)C1=O (stereo not given) was read as OXTR potentiate -5, CHRM1 agonist -7, OXTR agonist -0.2, TAAR1 agonist 2, CHRM1 antagonist 1, M1 PAM 2, TAAR1 antag 1, V1aR counter 5.7 and CHO parental Ca -9.
For Cc1cn([C@H](C(=O)NCCCCCCCCCCC(=O)N2CCNCC2)[C@@H](C)O)nn1 the results were OXTR potentiate -4, CHRM1 agonist -4, OXTR agonist 0.9, TAAR1 agonist 10, CHRM1 antagonist -5, M1 PAM 4, TAAR1 antag 10, V1aR counter 0.7 and CHO parental Ca -5.
Screening Cc1ccc(S(=O)(=O)CC(=O)c2ccccc2)cc1 returned OXTR potentiate -15, CHRM1 agonist -4, OXTR agonist -0.7, TAAR1 agonist 14, CHRM1 antagonist -6, M1 PAM 8, TAAR1 antag 6, V1aR counter 1.2 and CHO parental Ca -17.
Screening Nc1ccc(S(=O)(=O)NC2=NCCCCC2)cc1N returned OXTR potentiate -12, CHRM1 agonist -3, OXTR agonist -0.1, TAAR1 agonist 1, CHRM1 antagonist 12, M1 PAM -3, TAAR1 antag -17, V1aR counter -0.2 and CHO parental Ca -5.
For COCCN(C(=O)CSc1nc(-c2ccccc2)cn1N)c1c(N)n(Cc2ccccc2)c(=O)[nH]c1=O the results were OXTR potentiate -4, CHRM1 agonist -4, OXTR agonist -0.2, TAAR1 agonist 0, CHRM1 antagonist -2, M1 PAM 5, TAAR1 antag -5, V1aR counter -0.8 and CHO parental Ca -13.
Screening COc1ccc(CNC(=O)C2CCN(S(=O)(=O)c3ccc(Br)s3)CC2)cc1 returned OXTR potentiate -10, CHRM1 agonist -5, OXTR agonist 4.0, TAAR1 agonist 2, CHRM1 antagonist 11, M1 PAM -5, TAAR1 antag 18, V1aR counter 4.3 and CHO parental Ca -4.
`Cc1cc(N(C)C)ccc1[N+](=O)[O-]` gave OXTR potentiate -3, CHRM1 agonist -7, OXTR agonist 1.2, TAAR1 agonist 2, CHRM1 antagonist -2, M1 PAM 4, TAAR1 antag 21, V1aR counter 2.4 and CHO parental Ca -2.
Cc1[nH]c(C)c(S(=O)(=O)NCc2ccccc2Cl)c1C(=O)N1CCCC1 was read as OXTR potentiate -4, CHRM1 agonist -2, OXTR agonist -0.4, TAAR1 agonist 1, CHRM1 antagonist 6, M1 PAM 1, TAAR1 antag -6, V1aR counter 0.7 and CHO parental Ca -9.
CC(=O)N=c1n(C)c2ccccc2n1CCOc1ccccc1 was read as OXTR potentiate -7, CHRM1 agonist -3, OXTR agonist -1.1, TAAR1 agonist 5, CHRM1 antagonist -1, M1 PAM 5, TAAR1 antag -9, V1aR counter 0.0 and CHO parental Ca -1.
For COc1ccc2[nH]c(=O)c(CN(Cc3cccs3)Cc3nnnn3Cc3ccccc3)cc2c1 the results were OXTR potentiate -2, CHRM1 agonist -2, OXTR agonist 0.9, TAAR1 agonist 23, CHRM1 antagonist -1, M1 PAM 5, TAAR1 antag 46, V1aR counter 4.0 and CHO parental Ca -33.
For COc1ccc([C@H]2N[C@]3(CCCN(Cc4ccco4)C3=O)[C@H]3C(=O)N(C)C(=O)[C@@H]23)cc1 the results were CHRM1 agonist -1, TAAR1 agonist 2, CHRM1 antagonist 7, M1 PAM -2 and TAAR1 antag -11.
c1ccc2[nH]c(SCc3cn4cccnc4n3)nc2c1 was read as OXTR potentiate -14, CHRM1 agonist -2, OXTR agonist 1.3, TAAR1 agonist 8, CHRM1 antagonist -7, M1 PAM 7, TAAR1 antag -17, V1aR counter -0.1 and CHO parental Ca -11.
`COCCCN(CC(=O)Nc1ccc(N2CCOCC2)cc1)S(=O)(=O)c1ccccc1` gave OXTR potentiate -6, CHRM1 agonist -2, OXTR agonist 0.4, TAAR1 agonist 0, CHRM1 antagonist 8, M1 PAM 5, TAAR1 antag -3, V1aR counter -0.5 and CHO parental Ca 6.
Screening COc1cc(C2Nc3ccccc3NC3=C2C(=O)CC(c2ccc(OC)c(OC)c2)C3)ccc1O (stereo not given) returned OXTR potentiate -3, CHRM1 agonist -4, OXTR agonist -0.2, TAAR1 agonist 1, CHRM1 antagonist -11, M1 PAM 8, TAAR1 antag -24, V1aR counter 0.1 and CHO parental Ca -10.
For COc1ccc(C(=O)COC(=O)/C=C/c2ccccc2[N+](=O)[O-])cc1 the results were OXTR potentiate -5, CHRM1 agonist -2, OXTR agonist 0.0, TAAR1 agonist 3, CHRM1 antagonist -18, M1 PAM 1, TAAR1 antag 14, V1aR counter 2.1 and CHO parental Ca -11.
